IMP-1 inh – inhibitors of Pseudomonas aeruginosa IMP-1 metallo-beta-lactamase; purified IMP-1, nitrocefin hydrolysis, epi-absorbance fluorescence; inhibition, % at 5.6 µM; 290,000 compounds, 0.45% hits; AID 1556;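 active = inhibition above the mean plus 3 SD of all compounds in the same screening run, cut at about 4.5% in these data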;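 also: 0% = IMP-1 with DMSO and 100% = DMSO wells lacking enzyme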
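Assay system: purified recombinant IMP-1 beta-lactamase. Input: IMP-1 0.2 nM before substrate addition. Buffer or medium: Zinc- and detergent-supplemented HEPES buffer, pH 7.1. Schedule: 25 °C, 15 min preincubation, 25 min reaction. Signal: Epi-absorbance fluorescence, 480 nm excitation, 530 nm emission. Evaluation: percent inhibition from optical density relative to buffer-blank wells.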
IDE cell inh – inhibitors of human insulin-degrading enzyme in cells. HEK cells, FAbetaB cleavage, fluorescence polarization. inhibition, % at 5.59 µM. P14735. 320,000 compounds, 0.41% hits. AID 434962;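 active = percent inhibition above the average of all tested compounds plus 3 SD, set per screening campaign, cut at about 16% in these data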;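 also: IDE supplied by intact live HEK cells; FP after avidin binding of uncleaved biotin substrate so inhibition keeps polarization high; 0% = DMSO wells and 100% = 60 µM reference IDE inhibitor Ii1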
Target sequence (P14735 whole entry, looked up): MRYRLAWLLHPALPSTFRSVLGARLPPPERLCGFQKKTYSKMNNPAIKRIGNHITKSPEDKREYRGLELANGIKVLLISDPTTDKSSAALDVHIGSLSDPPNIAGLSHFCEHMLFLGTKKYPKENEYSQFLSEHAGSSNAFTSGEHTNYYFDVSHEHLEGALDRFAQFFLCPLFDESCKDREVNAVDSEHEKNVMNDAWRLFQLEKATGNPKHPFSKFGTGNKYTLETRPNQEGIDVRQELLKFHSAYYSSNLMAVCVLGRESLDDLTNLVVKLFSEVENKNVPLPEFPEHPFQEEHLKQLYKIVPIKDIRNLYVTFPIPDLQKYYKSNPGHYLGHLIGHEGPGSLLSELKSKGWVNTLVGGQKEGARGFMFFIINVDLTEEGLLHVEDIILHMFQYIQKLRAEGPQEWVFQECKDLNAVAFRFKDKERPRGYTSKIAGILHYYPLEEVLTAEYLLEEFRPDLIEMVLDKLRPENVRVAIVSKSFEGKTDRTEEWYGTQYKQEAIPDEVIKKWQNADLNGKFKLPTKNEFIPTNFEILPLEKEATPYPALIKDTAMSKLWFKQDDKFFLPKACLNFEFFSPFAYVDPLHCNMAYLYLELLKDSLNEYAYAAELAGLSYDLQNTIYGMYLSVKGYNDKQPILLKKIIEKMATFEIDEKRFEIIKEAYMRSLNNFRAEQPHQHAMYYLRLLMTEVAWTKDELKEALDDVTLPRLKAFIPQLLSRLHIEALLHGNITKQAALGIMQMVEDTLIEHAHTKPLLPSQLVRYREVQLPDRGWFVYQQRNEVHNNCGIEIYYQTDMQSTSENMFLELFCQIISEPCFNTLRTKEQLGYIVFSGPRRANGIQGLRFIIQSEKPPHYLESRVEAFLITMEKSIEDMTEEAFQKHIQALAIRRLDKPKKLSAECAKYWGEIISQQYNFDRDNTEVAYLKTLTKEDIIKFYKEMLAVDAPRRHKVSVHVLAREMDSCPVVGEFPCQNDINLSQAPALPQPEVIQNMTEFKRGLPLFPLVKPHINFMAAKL
pCIP destab – lowers stability of the mouse p/CIP coactivator protein; 290,000 compounds, 0.01% hits; F442A p/CIP-EGFP cells, EGFP fluorescence, 16 h; decrease of EGFP signal, % at 10 µM;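 active = EGFP signal decrease of at least 30% at 10 µM or well 3 SD below plate mean, unless failing retest; inactive = the rest, including hits failing retest or dose response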; also: some compounds called inactive have numbers as strong as hits; many of its hits are not listed in these tables
VIM-2 inh – inhibitors of Pseudomonas aeruginosa VIM-2 metallo-beta-lactamase | inhibition, % at 5.6 µM | purified VIM-2, nitrocefin hydrolysis, epi-absorbance fluorescence | 290,000 compounds, 0.89% hits;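 active = inhibition above the mean of all tested compounds plus 3 SD, cutoff set per screening run, cut at about 7.5% in these data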;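 also: red hydrolysis product quenches plate fluorescence so inhibitors raise well fluorescence; 0% = enzyme with DMSO and 100% = DMSO without enzyme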
NALP1 inh – blocks the NALP1 inflammasome reconstituted in yeast; S. cerevisiae NALP1/ASC/caspase-1 growth, X-gal OD620, 72 h; inhibition, % at 10 µM; 280,000 compounds, 0.61% hits; in the data active = inhibition mostly above about 24%, no sharp cut-off; inactive = mostly below about 32%; also: some compounds called inactive have numbers as strong as hits
IDE cell activ – activators of human insulin-degrading enzyme in cells. P14735. 340,000 compounds, 0.073% hits. AID 493087. activation, % at 5.96 µM. HEK cells, FAbeta-B cleavage, fluorescence polarization; 0% vehicle, 100% cell-free pure enzyme wells;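 active = activation above the mean of all tested compounds plus 3 SD, set per screening campaign, cut at about 17% in these data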
GPR7 antag – blocks human GPR7 receptor signaling | P48145 | GPR7-expressing cells, fluorescence antagonist assay | inhibition, % at 4.4 µM | 290,000 compounds, 1.1% hits | AID 1861; in the data active = inhibition above about 16%, passing the limit was not always enough;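 also: cells stimulated with the agonist NPW; 0% = agonist with vehicle and 100% = vehicle without agonist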
PHOSPHO1 block – inhibitors of human PHOSPHO1 phosphatase; Q8TCT1; recombinant PHOSPHO1, absorbance phosphatase assay; inhibition, % at 13.3 µM; 290,000 compounds, 1.1% hits; AID 1565; in the data active = inhibition above about 60%
PfM18AAP inh – blocks P. falciparum M18 aspartyl aminopeptidase. recombinant PfM18AAP, H-Glu-NHMec fluorogenic cleavage. inhibition, % at 7.35 µM. 290,000 compounds, 1.2% hits. AID 1822;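 active = inhibition above the campaign mean inhibition over all tested compounds plus 3 SD, cut at about 28% in these data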;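 also: 0% = plate median of test compound wells and 100% = 2 mM ZnCl2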
Numbers without * were called inactive; / = no result given; & = joins results of further samples. An unsorted share of the library (roughly 5.3% active in at least one column).

entry	IMP-1 inh	IDE cell inh	pCIP destab	VIM-2 inh	NALP1 inh	IDE cell activ	GPR7 antag	PHOSPHO1 block	PfM18AAP inh	canonical_smiles
1	-0.4	1	-20	-3.8	10	4	-9	16	-12	COc1ccc(C(=O)Nc2cccc3c2C(=O)NC3=O)cc1S(=O)(=O)N1CCOCC1
2	-1.1	-4	-4	-0.3	4	1	16	34	2	CCN(CC)CCOC(=O)c1ccc(NC(=O)C2(c3ccccc3)CCCC2)cc1
3	0.5	/	-1	0.7	12	/	-3	6	1	COc1ccc(CNc2nc3c(c(C(F)(F)F)n2)CCCCC3)cc1
4	/	0	-7	/	/	6	/	18	/	COC(=O)CCCC1=CC2=CC(=O)C(C)(OC(=O)c3cccs3)C(=O)C2=CN1c1ccc(OC)cc1 (stereo unspecified)
5	-2.2&-1.8	5&4	15&21	2.1&-0.2	-4&-24	-3&-1	-12&-9	38&-2	9&5	CCN(CC)CCN1C(=O)Cn2c(C)c(C)c3cccc1c32
6	-3.6	6	0	-2.3	-2	4	-14	-29	-7	O=C(C1CCCO1)N(c1ccc(F)cc1)C1C=CS(=O)(=O)C1 (stereo unspecified)
7	-1.6	5	-14	7.7*	26	4	3	13	-3	CCOc1ccc(C2=Nn3c(nnc3-c3ccccn3)SC2)cc1
8	-1.5	2	-2	0.4	11	-1	-6	-2	-7	CCn1c(SCC(=O)NCc2cccs2)nc2c1c(=O)n(C)c(=O)n2C
9	-4.0	6	-3	-1.9	-11	4	-7	18	-2	COc1cccc(CNC(=O)c2cccc(NC3=NC4CS(=O)(=O)CC4S3)c2)c1 (stereo unspecified)
10	-2.1	0	-8	-4.5	10	-4	3	28	11	CSc1cccc(NC(=O)CSc2nc3ccccc3o2)c1
11	-1.9	1	-10	-0.6	-1	1	-11	-45	8	N=C1C(c2ccccc2)=C(O)CN1CCCO
12	-2.1	5	-15	-4.1	-2	-2	-16	-43	-2	COc1cc(NC(=O)c2sc3nc(C)nc(N4CCOCC4)c3c2C)cc(OC)c1OC
13	-1.5	0	6	-1.6	9	/	-10	-13	-6	COc1ccc(CCNC(=O)C(NS(=O)(=O)c2ccc3c(c2)CCN3C(C)=O)C(C)C)cc1OC (stereo unspecified)
14	-1.4	-9	7	-1.2	-2	-1	-3	23	0	O=C(NCC1CCCO1)C1CC(=O)N(c2cccc(Cl)c2)C1 (stereo unspecified)
15	-0.1	3	0	-2.6	18	3	-2	-4	2	OC(COCc1ccc(Cl)cc1)CN1CCN(c2ccccn2)CC1 (stereo unspecified)
16	-0.1	-1	-8	-2.9	5	3	-4	38	-1	O=C(CCc1nc(-c2ccc(Cl)cc2)no1)NC1CCCCC1
17	-1.2	2	-2	-0.4	37*	3	1	-9	-2	COc1cc2nc(NCC3CCCO3)n3nc(-c4cccnc4)nc3c2cc1OC (stereo unspecified)
18	-2.3	-5	-5	0.6	-4	5	1	35	2	CC(C)COP(=O)(OCC(C)C)C(Nc1ccccc1)c1ccc2c(c1)OCO2 (stereo unspecified)
19	-3.5	-2	4	-4.8	37	-1	-7	-5	-3	O=C1/C(=C/c2cccnc2)Oc2cc(OS(=O)(=O)c3ccccc3)ccc21
20	-1.0	/	-5	-0.9	-5	8	-4	20	63*	O=c1nc(/C=C/c2ccc(O)c(O)c2)oc2ccccc12
21	-1.9	-2	3	-3.1	/	0	-12	27	3	COC(=O)c1ccc(S(=O)(=O)NCc2ccccn2)n1C
22	-2.5	6	-16	-2.8	3	1	13	8	-9	COc1ccc(NC(=O)CSc2ncc(-c3ccc(F)cc3)n2Cc2ccco2)cc1
23	-1.4	-4	6	-4.2	-6	-3	-5	-17	5	Cc1cc(C(=O)OCC(=O)c2ccc(Cl)c([N+](=O)[O-])c2)c2cccc(C)c2n1
24	-1.5	5	-3	-3.9	3	-2	-13	40	11	Cc1cc(Cl)ccc1OCC(=O)NNC(=O)c1cccs1
25	-2.8	4	-5	0.0	8	1	-21	29	2	CN(c1ccccc1)S(=O)(=O)c1ccc2ccccc2c1
26	-6.8	0	10	-0.3	19	-2	-7	32	-7	NC(=O)C1CCN(S(=O)(=O)c2cccc(S(=O)(=O)N3CCCCC3)c2)CC1
27	-1.1	-3	6	-1.2	29	-3	13	-5	7	CCOc1ccc2c(c1)-c1c(ssc1=S)C(C)(C)N2C(=O)c1ccco1
28	-1.0	5	2	-0.4	4	1	-6	24	-5	CCOC(=O)c1ccc2[nH]c3ccccc3c2c1
29	-1.8	4	7	-0.5	7	-2	-3	28	-2	COc1ccc(NC(=O)c2cc(CN3C(=O)c4ccccc4C3=O)ccc2OC)cn1
30	-1.6	3	2	-1.0	/	8	-5	27	0	CNC(=S)N(Cc1ccccc1)Cc1cccnc1
31	-3.1	4	-7	-3.7	16	8	-14	-31	0	CCCn1nnnc1NC(=O)COc1ccc(Cl)cc1C
32	-3.0	1	-26	-1.9	-6	-3	-3	0	-3	CCCc1nc(SCC(=O)Nc2cc(C)on2)c2c(=O)n(C)c(=O)n(C)c2n1
33	-3.8	4	-4	-4.9	-4	0	-1	-21	23	O=C(O)Cn1cc(/C=C/[N+](=O)[O-])c2ccccc21
34	-0.5	/	7	0.9	28	7	-7	3	3	CC(C)=CC(=O)Nc1nc2ccc([N+](=O)[O-])cc2s1
35	-1.6	4	-15	0.4	-6	-1	-10	42	3	CC(=O)c1ccc2c3c(cccc13)C(=O)N(c1c(C)nn(C)c1C)C2=O
36	-1.2	6	7	2.2	-11	-1	7	-28	-5	Fc1ccccc1Cn1nnc2c(NCCc3ccccn3)ncnc21
37	-2.3	-1	-9	-2.3	8	-3	-5	19	3	Cc1cccc(OCC(=O)Nc2nc3ccc([N+](=O)[O-])cc3s2)c1C
38	-0.7	-2	-4	-2.5	28	-2	9	39	-12	CC(C(=O)Nc1ccccc1)N(C)CCOc1ccccc1 (stereo unspecified)
39	-3.0	-2	-5	-1.2	28	-1	-5	32	1	Cc1nc2nc(CSc3ccc(Cl)cc3)cc(=O)n2[nH]1
40	-1.8	0	8	0.6	13	-1	-1	35	-13	O=C(Nc1cccnc1)c1cc(-c2ccco2)on1
41	-1.5	-8	-8	-2.6	10	3	-7	-22	4	O=C(N/N=C/c1ccc2cccnc2c1)c1ccco1
42	-2.3	-1	-6	-1.4	/	5	-2	34	1	C=CCN(C(=O)Nc1ccccc1)C1CC(=O)N(c2ccc(OC)cc2)C1=O (stereo unspecified)
43	-4.0	1	2	-4.0	34	-5	3	18	-4	O=C(NC1CCN(C(=S)NCc2ccco2)CC1)C12CC3CC(CC(C3)C1)C2
44	0.3	-1	1	0.3	4	5	0	28	-1	O=C(NCCCN1CCCC1=O)NC1CCCCC1
45	-0.9	6	-3	-0.9	18	-2	0	-2	-3	O=C(CN(c1ccccn1)S(=O)(=O)c1ccccc1)N/N=C/c1cccc([N+](=O)[O-])c1
46	-0.6	-2	-10	0.9	23	-1	7	3	-15	O=C(NCCN1CCN(c2ccccc2)CC1)Nc1cccc(Cl)c1
47	-3.4	1	-8	-1.9	10	/	-6	16	4	CCOc1ccc(NC(C)C(=O)N/N=C/c2ccc([N+](=O)[O-])cc2)cc1 (stereo unspecified)
48	-2.1	6	-14	-2.6	24	0	-4	-4	1	CC(=O)Nc1ccc(S(=O)(=O)NCCSCc2cccc(Cl)c2)cc1
49	0.0	1	-12	-2.4	2	7	0	-4	0	Cc1ccc(C(=O)NCc2ccc3c(c2)OCO3)cc1N1CCCC1=O
50	-3.9	2	3	-2.3	-33	6	-4	-33	2	COc1cccc(-c2nc3ccc(O)cc3c(=O)o2)c1

Some entries already given with just GPR7 antag, NALP1 inh and PHOSPHO1 block.
| # | Molecule | GPR7 antag | NALP1 inh | PHOSPHO1 block |
| --- | --- | --- | --- | --- |
| 46 | O=C(NCCN1CCN(c2ccccc2)CC1)Nc1cccc(Cl)c1 | 7 | 23 | 3 |
| 47 | CCOc1ccc(NC(C)C(=O)N/N=C/c2ccc([N+](=O)[O-])cc2)cc1 (stereo unspecified) | -6 | 10 | 16 |
| 48 | CC(=O)Nc1ccc(S(=O)(=O)NCCSCc2cccc(Cl)c2)cc1 | -4 | 24 | -4 |

Further records follow:
entry	IMP-1 inh	IDE cell inh	pCIP destab	VIM-2 inh	NALP1 inh	IDE cell activ	GPR7 antag	PHOSPHO1 block	PfM18AAP inh	canonical_smiles
51	6.4*	16	-14	-4.0	0	-8	-9	28	-5	O=C(Nc1ccc(-c2cn3ccccc3n2)cc1)c1cccs1
52	1.6	1	9	-2.7	12	1	-1	9	-1	CC1=NN(Cc2cc(C(C)(C)C)c(O)c(C(C)(C)C)c2)C(=O)C1
53	-2.6	2	-14	-2.9	-10	-6	2	-8	7	COc1cc(C(=O)NCC(c2cccnc2)N2CCN(c3ccc(F)cc3)CC2)cc(OC)c1OC (stereo unspecified)
54	-0.6	2	-1	-3.2	24	2	-9	-16	-1	Cc1ccc(-c2cc(C(=O)Nc3ccc(S(=O)(=O)Nc4nc(C)cc(C)n4)cc3)c3ccccc3n2)cc1
55	-3.7	11	2	40*	4	7	3	14	40*	Cc1cc([N+](=O)[O-])c(-c2ccc(/C=N/n3cnnc3)o2)cc1Cl
56	0.8	-2	2	1.5	3	4	-3	36	-9	COCCn1c(N)c(N(Cc2ccccc2)C(=O)Cc2c(Cl)cccc2Cl)c(=O)[nH]c1=O
57	-0.7	-3	6	-1.7	14	1	7	4	0	C[C@H]1CCC[C@]2(O[C@@H](CCO)C[C@H](O)[C@H]2O)O1
58	-1.4	3	-29	-0.4	-25	-2	-4	15	9	Cc1ccc(NC(=O)c2cc(=O)c3ccccc3o2)cc1
59	-0.4	-5	-18	-1.7	9	3	-7	18	-2	COc1ccc(N2CCN(C(=O)c3cc([N+](=O)[O-])ccc3N3CCN(CCO)CC3)CC2)cc1
60	-2.5	6	17	-0.8	-4	4	8	28	17	NC1=NCC(O)=C1c1nc2ccccc2[nH]1
61	-2.8	/	6	-1.0	13	-4	2	10	3	CCc1cccc(CC)c1NC(=O)CNCc1cccs1
